# Bioassay records deposited in PubChem BioAssay by The Scripps Research Institute Molecular Screening Center.
# LEDGF integ inh: blockers of LEDGF/p75-dependent integrase strand transfer – biochemical, TR-FRET, high throughput, primary screen. HIV-1 integrase (with human LEDGF/p75). TR-FRET IN-LEDGF/p75 DNA integration, Eu/Cy5. inhibition, % at 3.7 µM. 370,000 tested, 0.64% active. AID 743269, 2014;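 active = inhibition above the screen-wide mean plus 3 SD, cut at about 13% in these data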;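 note: signal is the Cy5 over europium emission ratio at 671 and 618 nm; 0% = plate median of compound wells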
# Tn6 DDE FP: inhibitors of Tn6 peptide binding to fibrin DD(E), primary screen, biochemical, fluorescence polarization, human fibrin, Tn6 probe; Fibrin DD(E) TRITC-Tn6 fluorescence polarization displacement; 370,000 tested, 0.21% active; inhibition, % at 8.3 µM;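 active = inhibition above a per-campaign cutoff: mean of compounds within control limits plus 3 SD, cut at about 15% in these data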;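 note: 0% = median of all compound wells on the plate and 100% = blocking peptide control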
# Target sequence (P02675 whole entry, looked up): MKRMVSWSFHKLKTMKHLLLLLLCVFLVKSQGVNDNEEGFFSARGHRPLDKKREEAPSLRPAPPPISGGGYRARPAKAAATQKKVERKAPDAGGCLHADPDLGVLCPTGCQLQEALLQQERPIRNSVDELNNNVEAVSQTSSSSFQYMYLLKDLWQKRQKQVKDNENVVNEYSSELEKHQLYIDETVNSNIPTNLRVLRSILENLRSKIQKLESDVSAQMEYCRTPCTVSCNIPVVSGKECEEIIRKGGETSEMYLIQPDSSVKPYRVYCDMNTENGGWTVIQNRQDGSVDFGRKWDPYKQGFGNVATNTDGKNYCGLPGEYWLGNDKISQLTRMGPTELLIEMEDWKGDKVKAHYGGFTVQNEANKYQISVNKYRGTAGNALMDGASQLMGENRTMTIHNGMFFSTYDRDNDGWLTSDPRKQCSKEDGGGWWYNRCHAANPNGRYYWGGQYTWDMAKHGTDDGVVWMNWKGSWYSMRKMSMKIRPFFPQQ
# TDP2 absorb: human TDP2 enzyme inhibitors, primary screen, biochemical, epi absorbance, recombinant enzyme; Tyrosyl-DNA phosphodiesterase 2 (Homo sapiens), O95551; T5PNP hydrolysis, p-nitrophenol absorbance 415 nm; inhibition, % at 12.8 µM; 370,000 tested, 0.34% active; AID 720702, 2013;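 active = inhibition above the mean of all tested compounds plus 3 SD, set per campaign, cut at about 25% in these data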;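 note: 0% = DMSO with enzyme and 100% = buffer with substrate but no TDP2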
# Target sequence (O95551 whole entry, looked up): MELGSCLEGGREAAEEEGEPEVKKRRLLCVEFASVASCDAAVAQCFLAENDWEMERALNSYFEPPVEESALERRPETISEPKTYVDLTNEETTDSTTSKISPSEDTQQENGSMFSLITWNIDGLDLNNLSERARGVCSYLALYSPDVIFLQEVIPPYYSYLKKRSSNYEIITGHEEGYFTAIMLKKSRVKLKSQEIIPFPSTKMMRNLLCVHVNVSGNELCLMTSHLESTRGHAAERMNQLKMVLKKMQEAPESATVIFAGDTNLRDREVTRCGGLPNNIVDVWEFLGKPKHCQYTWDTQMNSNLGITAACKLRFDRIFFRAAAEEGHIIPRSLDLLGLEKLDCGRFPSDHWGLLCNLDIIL
#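 Test system: human TDP2 enzyme; Input: 120 nM TDP2 per well; Buffer or medium: Mg2+-containing Tris-HCl buffer, pH 7.5; Reagent: 5 mM T5PNP; Dosing: 12.8 µM single point, 1% DMSO; Incubation: reaction 2 h, 37 °C; Detection: p-Nitrophenol epi absorbance; Read-out: % inhibition relative to enzyme-containing and enzyme-free wells; Replicates: single well per compound.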
# PRMT1 FP inh: PRMT1 methyltransferase inhibitors, primary screen, biochemical, fluorescence polarization; AID 652257, 2013; 370,000 tested, 1.3% active; Protein arginine N-methyltransferase 1 (Homo sapiens), Q99873; inhibition, % at 2.79 µM; recombinant PRMT1, activity-based probe fluorescence polarization;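 active = inhibition above about 21% made by adding two undisclosed values, limit read from the data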
# MBD2 inh: inhibitors of MBD2 binding to methylated DNA, primary screen, biochemical, TR-FRET, DNA-binding domain, human | 370,000 tested, 0.31% active | AID 686964, 2013 | MBD2 binding to methylated oligonucleotide | inhibition, % at 4.4 µM | Methyl-CpG-binding domain protein 2 (Homo sapiens), Q9UBB5; in the data active = inhibition above about 13%
# SIAE inh: human SIAE inhibitors, primary screen, biochemical, fluorescence polarization, FP-Rh probe, 1536-well HTS | 370,000 tested, 0.69% active | Sialate O-acetylesterase (Homo sapiens), Q9HAT2 | inhibition, % at 9.66 µM | AID 1053197, 2014 | SIAE FP-Rh probe binding;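 active = inhibition above a cutoff: mean of compounds within the control limits plus 3 SD of those, cut at about 17% in these data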;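 note: 0% = plate median of compound wells and 100% = probe without SIAE protein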
# DDE Tn7 FP inh: inhibitors of Tn7 peptide binding to fibrin DD(E), primary screen, biochemical, fluorescence polarization, human fibrin, Tn7 probe; Fibrinogen beta chain (Homo sapiens), P02675; FP displacement of FITC-Tn7 peptide from fibrin DD(E); 0% = median of compound wells per plate; inhibition, % at 8.3 µM; 370,000 tested, 0.13% active;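 active = inhibition above the mean of compounds falling within the control limits plus 3 SD of them, cut at about 14% in these data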;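 note: 0% = plate median of compound wells and 100% = 10 µM Aha-Tn7 peptide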
#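 system = human fibrin DD(E) protein | quantity = DD(E) 2 µM final | medium = Tris/NaCl/CaCl2 buffer, pH 7.8 | also added = labelled Tn7 tracer, 0.1 µM | compound dosing = single point at 8.3 µM | timing = compound with protein 10 min, then 3 h after probe, room temperature | signal = FP measurement | benchmarks = Aha-Tn7 high control | repeats = one replicate per compound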
# UHRF1 MBD2 ctr: UHRF1 methylated DNA binding inhibitors, primary screen, counter-screen for MBD2 inhibitor project, biochemical, TR-FRET, human UHRF1, single concentration. E3 ubiquitin-protein ligase UHRF1 (Homo sapiens), Q96T88. UHRF1 binding to methylated oligo. inhibition, % at 4.4 µM. 370,000 tested, 0.75% active; in the data active = inhibition above about 21%;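 note: UHRF1 SRA domain binding a hemimethylated CpG hairpin DNA probe; 0% = median of test compound wells and 100% = reference inhibitor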
# TCR-CD3 inh: inhibitors of human TCR-CD3 interaction, primary screen, biochemical, fluorescence, TAMRA-labeled TCR probe; inhibition, % at 9.4 µM; T-cell receptor (TCR); 360,000 tested, 0.37% active; in the data active = inhibition above about 19%;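 note: recombinant mutant TCR 2C K166C tagged with TAMRA read by polarization; 0% = receptor in buffer alone and 100% = receptor with positive control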
# KLK7 zymogen act: proKLK7 zymogen activators, primary screen, biochemical, fluorescence intensity. Kallikrein-7 (Homo sapiens), P49862. AID 652039, 2013. purified proKLK7, EDANS-DABCYL substrate fluorescence; 100% is mature enzyme control, 0% vehicle. activation, % at 7 µM. 370,000 tested, 0.9% active;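 active = activation above the mean of all tested compounds plus 3 SD, computed per campaign excluding outliers beyond control limits, cut at about 13% in these data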
# Starred values were filed as active, the others as inactive; · = not tested or not shown; & = joins results of further samples. Compounds as they come; 4.6% or so of the library scored in one or more.
SMILES,LEDGF integ inh,Tn6 DDE FP,TDP2 absorb,PRMT1 FP inh,MBD2 inh,SIAE inh,DDE Tn7 FP inh,UHRF1 MBD2 ctr,TCR-CD3 inh,KLK7 zymogen act
O=c1c2c(nc3c(-c4cccc(Br)c4)c[nH]n13)CCCC2,-1,11,-8,-1,-3,-6,2,-3,1,-0.7
CCC(C)n1c(SCC(=O)N(CC)c2c(N)n(Cc3ccccc3)c(=O)[nH]c2=O)nc2ccccc2c1=O (configuration not stated),-11,-8,-4,4,2,0,1,0,-7,-0.1
Cc1ccccc1N(C(=O)c1snc(C(N)=O)c1N)C(C(=O)NCc1ccccc1)c1ccc(O)cc1 (configuration not stated),-3,-3,2,-5,-2,-21,-2,-2,0,-12
Cc1ccc(N(CCC(=O)N2CCOCC2)S(=O)(=O)c2ccccc2)cc1,6,1,0,-7,6,-5,-8,1,-3,0.4
O=C1c2ccccc2C(=O)N1c1ncccn1,-8,-8,-4,-4,-2,-4,-2,1,6,0.4
CNC(=O)c1ccc(NC(=O)CN2c3cccc4cccc(c34)S2(=O)=O)cc1,2,5,4,-1,-1,0,-2,-8,0,4.9
COc1ccc(/C=C(\C#N)C(=O)NCCCn2ccnc2)cc1,-1,-8,-2,-2,-5,-3,3,-4,2,-0.5
O=C(CSc1cc(Cl)ccc1Cl)NCCCn1ccnc1,-2,-2,6,11,4,0,0,0,-3,-0.5
COc1ccc(NC2CCCN(C(=O)CSc3ccncc3)C2)cc1 (configuration not stated),-1,2,15,-2,-9,5,9,-5,3,-0.2
O=C(N/N=C/c1cccc([N+](=O)[O-])c1)c1cccs1,2,-4,-6,0,4,-7,7,3,-5,0.4
O=C(Nc1ccc(Cl)cc1)c1csc([C@@H]2O[C@H](CO)[C@H](O)[C@H](O)[C@H]2O)n1,12,2,15,0,2,0,5,-1,6,-0.3
Cn1c(N)c(C(=O)COC(=O)Cn2cc(C(F)(F)F)ccc2=O)c(=O)n(C)c1=O,-1,0,0,1,0,-12,1,-1,5,0.2
CCc1ccc(N2CC(C(=O)Nc3ccc(S(=O)(=O)Nc4ncccn4)cc3)CC2=O)cc1 (configuration not stated),1,7,-10,-2,-6,2,-3,1,-3,0.4
COc1ccc(NC(=O)NC2(C(=O)N3CCCC3)CCCCC2)cc1,-3,-2,17,1,0,7,2,-1,2,-0.3
CCCN(CCC)CCNC(=O)c1cc2c(=O)n(CC)c3ccccc3c2s1,0,-3,2,-3,-3,-1,-1,-2,-3,0.4
COc1cc(-c2nc(-c3cccc(C)c3)no2)cc(OC)c1OC,6,-9,3,-2,2,-5,2,-2,-1,0.8
Cc1ccc([N+](=O)[O-])c(OCCN2CCNCC2)c1,3,0,7,0,-1,0,-2,1,-4,-0.3
COc1ccc(C(=O)Cc2cc3cccc(OC)c3oc2=O)cc1,3,3,-9,-2,2,-12,-2,7,-4,1.0
CCCCCc1cc(=O)oc2c(C(CCN3CCN(c4ccccc4)CC3)c3ccc(N(C)C)cc3)c(OC)cc(OC)c12 (configuration not stated),-1,-5,8,0,7,1,-8,1,-4,-1.2
Cc1c(NC(=S)NC(=O)CSc2ccc(Cl)cc2)cccc1C(=O)O,-4,-4,-2,0,3,-3,0,1,-5,-1.0
CCCCn1c(N)c(N(CCOC)C(=O)c2cc(Cl)nc3ccccc23)c(=O)[nH]c1=O,-2,-4,1,0,3,-5,-4,-1,-10,-0.3
CCOCCCNc1nc(=S)[nH]c2cc(OC)c(OC)cc12,3,6,4,2,-3,4,-3,0,8,0.3
CCc1noc(C)c1C(=O)Nc1nc2ccc(F)cc2s1,-4,4,-9,5,0,0,3,3,-4,-0.1
CCC(Oc1ccccc1)C(=O)Nc1ccc(S(=O)(=O)Nc2cc(C)on2)cc1 (configuration not stated),1,-10,-1,-2,2,-4,-7,4,8,-0.6
CCCCSc1ncnc2[nH]ncc12,0,0,-4,-1,6,3,4,-4,3,0.4
CC1Cc2ccccc2N1S(=O)(=O)c1cccc2nsnc12 (configuration not stated),4,1,-19,1,-1,1,-8,0,6,0.4
CCc1nn(CCCN2CCN(c3cccc(Cl)c3)CC2)c(=O)n1CCOc1ccccc1,3&-2,1&4,-1&-4,-7&3,-6&-1,4&3,-3&0,2&0,0&8,-0.4&0.1
N#CC(c1ccccc1)c1ccc([N+](=O)[O-])cc1 (configuration not stated),2,0,4,-5,0,7,2,1,-2,-0.4
COCCN(C(=O)COC(=O)/C=C/c1ccc2ccccc2n1)c1c(N)n(Cc2ccccc2)c(=O)[nH]c1=O,1,-3,17,1,-7,1,1,-2,12,0.6
CCCCC1CCC(C(=O)N(C)CC(=O)Nc2cccc(F)c2)CC1 (configuration not stated),-2,6,-10,0,0,2,2,-1,5,0.0

# Record cards, as listed above. Values in the order: LEDGF integ inh | Tn6 DDE FP | TDP2 absorb | PRMT1 FP inh | MBD2 inh | SIAE inh | DDE Tn7 FP inh | UHRF1 MBD2 ctr | TCR-CD3 inh | KLK7 zymogen act
# `CCC(Oc1ccccc1)C(=O)Nc1ccc(S(=O)(=O)Nc2cc(C)on2)cc1` (configuration not stated) is entered as 1 | -10 | -1 | -2 | 2 | -4 | -7 | 4 | 8 | -0.6
# `CCCCn1c(N)c(N(CCOC)C(=O)c2cc(Cl)nc3ccccc23)c(=O)[nH]c1=O` is entered as -2 | -4 | 1 | 0 | 3 | -5 | -4 | -1 | -10 | -0.3
# `COCCN(C(=O)COC(=O)/C=C/c1ccc2ccccc2n1)c1c(N)n(Cc2ccccc2)c(=O)[nH]c1=O` is entered as 1 | -3 | 17 | 1 | -7 | 1 | 1 | -2 | 12 | 0.6
# `CC1Cc2ccccc2N1S(=O)(=O)c1cccc2nsnc12` (configuration not stated) is entered as 4 | 1 | -19 | 1 | -1 | 1 | -8 | 0 | 6 | 0.4
# `N#CC(c1ccccc1)c1ccc([N+](=O)[O-])cc1` (configuration not stated) is entered as 2 | 0 | 4 | -5 | 0 | 7 | 2 | 1 | -2 | -0.4

# Continuation:
SMILES,LEDGF integ inh,Tn6 DDE FP,TDP2 absorb,PRMT1 FP inh,MBD2 inh,SIAE inh,DDE Tn7 FP inh,UHRF1 MBD2 ctr,TCR-CD3 inh,KLK7 zymogen act
Cc1cc(NC(=O)c2ccccc2-c2ccccc2)ccc1Br,-2,-11,-4,6,1,-14,5,0,0,0.3
CCOC(=O)C1CCN(C(=O)c2cc(C)n(C(C)(C)C)n2)CC1,7,-4,-12,-2,0,2,2,7,-14,-0.3
COc1ccc(-c2cc(C)no2)cc1S(=O)(=O)N1CCCCC1,0,4,-18,-1,2,-1,9,0,2,0.3
O=C(CCCC1=NS(=O)(=O)c2ccccc2N1)OCc1ccc(Cl)cc1,-2,1,-13,2,-2,-9,1,1,4,0.6
CCSc1nnc(NC(=O)CSc2nnc(-c3c[nH]c4ccccc34)n2C)s1,2,7,-14,-1,1,3,-8,1,-5,-0.4
CC(C)N1CCC(N2CCN(C/C=C/c3ccc(F)cc3)CC2CCO)CC1 (configuration not stated),-5,-8,-16,4,1,-3,-8,5,1,-0.1
CC(C)(C)OC(=O)[C@H](Cc1ccccc1)NCC(=O)OCc1ccc(C(=O)NCc2ccccc2)cc1,5,9,-4,-3,1,-5,-10,-5,·,-0.3
Cc1cc2cc(CN(CCCO)S(=O)(=O)c3cccc4nsnc34)c(=O)[nH]c2cc1C,5,-1,-15,-2,-4,-6,-3,1,4,-0.1
CCn1c(=O)c(C(=O)CN2CCN(Cc3ccc4c(c3)OCO4)CC2)c(N)n(Cc2ccccc2)c1=O,-2,-1,10,-4,2,-2,5,-1,-2,0.7
CCC(=O)N1CCN(c2ccc(Cl)cc2NC(=O)c2ccc([N+](=O)[O-])o2)CC1,-2,2,10,-2,0,-5,-6,1,0,0.1
CCOC(=O)c1ccc2c(c1)nc(SCC(=O)N1CCCCC1)n2CC,-1,4,1,-3,-1,-5,-3,0,6,-0.1
COc1ccc(S(=O)(=O)N(C(=O)c2ccncc2)c2ccc3oc4c(c3c2)CCCC4)cc1,-3,7,-13,2,-1,0,4,0,4,-0.6
Cc1noc(C)c1S(=O)(=O)N(C)C[C@H]1Oc2ccc(NC(=O)NC(C)C)cc2C(=O)N([C@H](C)CO)C[C@@H]1C,1,4,8,-1,4,2,1,0,0,-0.2
COc1cccc(CNc2nc3ccccc3n2CCN2CCCCC2)c1OC,-2,2,-12,-1,-6,6,6,-3,-3,-0.3
O=c1cc(N2CCN(Cc3ccccc3)CC2)[nH]c(=O)n1Cc1ccc(F)cc1,-1,0,0,0,-1,4,-7,2,-3,-0.2
